Assay outcomes (PubChem BioAssay)
TbREL1 inh – TbREL1 inhibition, primary screen; TbREL1 RNA ligation, FRET fluorescence; inhibition, % at 9.66 µM; hit rate 0.49% among 89,000; AID 1117264;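 active = inhibition above the mean inhibition across all screened compounds plus 3 SD, cut at about 11% in these data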;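 note: 0% = plate median of test wells and 100% = NSC42067 control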
Target sequence (P86926 whole entry, looked up): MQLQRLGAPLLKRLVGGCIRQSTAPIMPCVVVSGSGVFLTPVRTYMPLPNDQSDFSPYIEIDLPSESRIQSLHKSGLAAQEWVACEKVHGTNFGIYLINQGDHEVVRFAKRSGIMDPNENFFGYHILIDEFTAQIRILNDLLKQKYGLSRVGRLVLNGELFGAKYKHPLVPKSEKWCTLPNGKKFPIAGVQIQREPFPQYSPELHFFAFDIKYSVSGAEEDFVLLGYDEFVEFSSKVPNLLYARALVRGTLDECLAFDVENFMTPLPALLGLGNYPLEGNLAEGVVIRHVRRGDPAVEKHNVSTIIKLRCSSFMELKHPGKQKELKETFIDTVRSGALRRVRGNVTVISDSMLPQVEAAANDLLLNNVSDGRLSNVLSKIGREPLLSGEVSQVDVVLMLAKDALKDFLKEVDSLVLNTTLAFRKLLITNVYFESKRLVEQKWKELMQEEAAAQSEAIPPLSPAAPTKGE
Starred values were filed as active, the others as inactive. The list is partial; count on the stated rates, not on these rows.

TbREL1 inh,smiles
4.3,CCOc1cccc(C(=O)NC2=NCCS2)c1
-2.1,COc1ccccc1CN1CC(C(=O)N(C)Cc2ccc(C)o2)CCC1=O (stereo unspecified)
9.3,Cc1c(CN(C)C)c2c(n1Cc1ccccc1)C(=O)c1ccc(Br)cc1-2
-1.0,COc1ccccc1NC(=O)C1=C(C)Nc2nnnn2C1c1cc(Br)ccc1OC (stereo unspecified)
7.0,Cc1csc(NC(=O)CCn2c(=O)oc3ccccc32)n1
-1.4,O=C(CNC(=O)c1ccc(Cl)cc1)NC1CCCCC1
-1.1,O=C1OCCN1C(=O)[C@H]1[C@H](c2ccc(Cl)cc2)C(c2cccc(Cl)c2)=NN1c1ccc(Br)cc1
-3.7,O=c1ccc(NS(=O)(=O)c2ccc(Cl)cc2)cn1Cc1ccc(Cl)c(Cl)c1
7.3,C[C@H](CO)N1C[C@H](C)[C@@H](CN(C)C(=O)Nc2ccccc2)Oc2c(NC(=O)Nc3ccc(C(F)(F)F)cc3)cccc2C1=O
-0.5,CC(NC(=O)COC(=O)C1CCN(c2ccc(C(F)(F)F)cn2)CC1)c1ccc(F)cc1 (stereo unspecified)
3.3,COc1ccc(C(=O)NCC(=O)NCC2(N(C)C)CCCCC2)cc1OC
3.1,COc1cccc(C(=O)Nc2cc(C(=O)NCc3ccc(C)cc3)ccc2N2CCC3(CC2)CC(c2cccc(Br)c2)=NO3)c1
1.8,COc1ccc(C(=O)CN2C(=O)c3ccccc3S2(=O)=O)cc1Br
-1.4,Cc1ccccc1C(=O)N/N=C/c1ccncc1
-2.2,CC1CN=C(N(C(=S)Nc2ccccc2)c2cccc(C(F)(F)F)c2)S1 (stereo unspecified)
2.7,O=C(CSc1nnc(SCc2ccc(F)cc2)s1)Nc1ccc(C(=O)O)cc1
5.4,Cc1cccc(N(C)c2cc(C)nc3ncnn23)c1
-2.3,C=CCN(C1CCCCC1)S(=O)(=O)c1ccc2c(c1)oc(=O)n2C
-7.4,CCN(CC)S(=O)(=O)c1ccc(N2CCCCC2)c(NC(=O)C2CCN(C(=O)c3ccc(F)cc3)CC2)c1
0.7,CCN(CC)c1c(-c2ccccc2)c2cc(C)ccc2[nH]c1=O
4.7,COc1cc(S(=O)(=O)Nc2ccccn2)ccc1F
3.1,C[C@H](NC(=O)c1[nH]cnc1C(=O)Nc1ccon1)c1ccccc1
1.1,O=c1nc2ccccc2c2n1CC(CN1CCN(C(c3ccccc3)c3ccccc3)CC1)N2 (stereo unspecified)
-2.3,Cc1ccc(C(=O)NCC2CCCN2S(=O)(=O)c2ccc(C)cc2)cc1 (stereo unspecified)
0.4,O=C(c1ccco1)c1n[nH]nc1-c1ccccc1

In another format: 4 of the compounds above.
O=C(CNC(=O)c1ccc(Cl)cc1)NC1CCCCC1
  TbREL1 inh = -1.4
COc1ccc(C(=O)CN2C(=O)c3ccccc3S2(=O)=O)cc1Br
  TbREL1 inh = 1.8
C[C@H](CO)N1C[C@H](C)[C@@H](CN(C)C(=O)Nc2ccccc2)Oc2c(NC(=O)Nc3ccc(C(F)(F)F)cc3)cccc2C1=O
  TbREL1 inh = 7.3
CCN(CC)S(=O)(=O)c1ccc(N2CCCCC2)c(NC(=O)C2CCN(C(=O)c3ccc(F)cc3)CC2)c1
  TbREL1 inh = -7.4

An excerpt from above in order of heavy-atom count, low to high:
TbREL1 inh,smiles
-1.4,Cc1ccccc1C(=O)N/N=C/c1ccncc1
7.0,Cc1csc(NC(=O)CCn2c(=O)oc3ccccc32)n1
0.7,CCN(CC)c1c(-c2ccccc2)c2cc(C)ccc2[nH]c1=O
3.1,C[C@H](NC(=O)c1[nH]cnc1C(=O)Nc1ccon1)c1ccccc1
2.7,O=C(CSc1nnc(SCc2ccc(F)cc2)s1)Nc1ccc(C(=O)O)cc1

(list continues)
TbREL1 inh,smiles
-6.9,S=C(NCCCCNC(=S)NCc1ccccc1)NCc1ccccc1
-3.3,CCOC(=O)c1nnn(-c2nc(OC)nc(N3CCCC3)n2)c1-c1ccccc1
0.1,CC(C)NC(=O)CCCc1c[nH]c2ccccc12
4.9,COC(=O)c1ccc(NC(=O)Cn2c(-c3nonc3N)nc3ccccc32)cc1
0.7,O=C(COc1ccc(Cl)cc1Cl)c1ccc[nH]1
6.5,COC(=O)[C@@]12C[C@@H](CC(=O)NCC34CC5CC(CC(C5)C3)C4)C(=O)N(Cc3ccccc3)C1=CCC(C)(C)C2
1.6,Cc1cc(C(=O)NNC(=O)c2ccc(Cl)cc2)c2ccccc2n1
3.1,COc1ccccc1C(CNC(=O)COc1ccccc1C)N1CCCC1 (stereo unspecified)
0.5,Cc1cc(Nc2ccc(F)cc2F)n2ncnc2n1
4.9,CC(=O)Nc1cccc(C(=O)Nc2ccccc2N2CCOCC2)c1
-1.3,O=C(NCc1cccs1)C1CCN(S(=O)(=O)c2ccc([N+](=O)[O-])cc2)CC1
0.7,Cc1oc(-c2ccccc2Cl)nc1CSCC(=O)NC1CC1
2.6,COc1cc(C(=O)NCCOc2cccc3cccnc23)cc(OC)c1OC
-0.5,O=C(OCc1cn(Cc2ccc(Cl)cc2)nn1)N1CCCC1
1.7,CCCc1nnc(NC(=O)CSc2nnc(-c3ccco3)n2C)s1
0.2,O=c1[nH]c(SCc2ccccc2Cl)nc2c1CCC2
6.1,COc1cc(C(=O)N2CCCCC2c2cc(C(=O)N3CCOCC3)no2)cc(OC)c1C (stereo unspecified)
0.9,C=CCSc1nc(O)c(CC)c(=O)n1C(C)CC (stereo unspecified)
-5.0,COc1cc2[nH]c(=O)n(CCC(=O)N3CCN(Cc4ccc5c(c4)OCO5)CC3)c(=O)c2cc1OC
-0.8,CN(C)C(CNc1ccc(C(F)(F)F)cn1)c1ccccc1 (stereo unspecified)
1.6,Cc1ccc(C)c(NC(=O)COC(=O)c2ccc(S(=O)(=O)N3CCCCC3)cc2)c1
-0.2,CN(Cc1ccc(F)cc1)C(=O)c1cc(COc2ccc(-n3cncn3)cc2)on1
-1.6,CCN1c2ccccc2-c2nc3ccccc3n2C1c1ccco1 (stereo unspecified)
-2.4,COc1ccc(C(=O)N2CCN(c3cccc(Cl)c3)CC2)cc1S(=O)(=O)NC1CC1
2.3,O=C1c2ccccc2C(c2nnnn2Cc2ccccc2)N1CCc1ccc(O)cc1 (stereo unspecified)
5.6,CNc1ncc(C(=O)c2ccc(Cl)cc2)s1
-5.1,Cc1[nH]n(C(N)=S)c(=O)c1N=Nc1ccc(S(=O)(=O)N2CCCCCC2)cc1
6.6,COc1cc(OC)c(NC(=O)CCc2nc(-c3ccc(C)cc3)no2)cc1Cl
0.9,COc1cccc(-c2sc3ccc(OC)cc3c2C#CC2(O)CCCCC2)c1
-0.7,COC(=O)CN(c1ccc(OC)cc1)S(=O)(=O)c1ccc(OC)c(OC)c1
-1.2,C=CCNC(=S)NNC(=O)c1cc(Cl)ccc1OC
-2.5,CNC(=S)N1CCN(c2ccccn2)CC1
-0.3,COc1c(C)cc(S(=O)(=O)NC2CC(C)(C)NC(C)(C)C2)c(C)c1C
-2.4,Cc1cc(C)n(C2CC(=O)N(c3cc(Cl)cc(Cl)c3)C2=O)n1 (stereo unspecified)
0.4,CC(C)(C)c1cccc(N/C(=C\C(=O)c2ccccc2)c2ccccc2)c1
-1.6,Cc1cccc(NS(=O)(=O)c2cccc(C(=O)NCC(c3ccco3)N(C)C)c2)c1 (stereo unspecified)
-1.8,COc1ccccc1-c1nc(C#N)c(N2CCCCCC2)o1
-3.8,COc1cc(NC(=O)CSc2nc(=O)n(CCN3CCOCC3)c3c2CCC3)cc(OC)c1
1.3,CCOc1ccc(Nc2nc3ccccc3c(=O)s2)cc1
5.9,Cc1cc(C(=O)NCc2ccco2)c2ccccc2n1
4.4,c1ccc([C@H]2CNCCN2CCc2cccc3ccccc23)cc1
0.7,O=C(CCC(=O)N1CCCC1)Nc1nnc(C2CCCCC2)s1
-1.6,CCN(CC(=O)NC(C)C)C(=O)c1ccc(S(=O)(=O)N(C)c2ccccc2OC)cc1
2.7,C=CC[C@]12CCc3sccc3C1N(c1ccc(C(=O)OCC)cc1)C2=O (stereo partly specified)
-1.4,C/C(=N/OC(=O)c1ccc(C)cc1)c1ccc(N2C(=O)C3CCCCC3C2=O)cc1 (stereo unspecified)
-9.2,COc1ccc(S(=O)(=O)N(C(C)=O)c2ccc3oc(=O)sc3c2)cc1
0.0,COc1ccc2[nH]c3c(c2c1)CCN1C(=O)C(CC(=O)NC/C=C(\C)CCC=C(C)C)C[C@H](C(=O)N2CCOCC2)[C@@]31CCC1CCCC1 (stereo partly specified)
5.8,O=C(N/N=C/c1ccco1)C1(O)c2ccccc2-c2ccccc21
-4.6,CCN(CC)C(=O)c1cc(-c2ccc(Br)cc2)on1
-0.7,O=C(c1ccccc1)c1nn(-c2ccccc2)c2nnc(Cc3ccccc3)c(=O)n12

(cont.)
TbREL1 inh,smiles
-5.8,Cc1cc(C(=O)N/N=C2\CCCC(=O)C2)c(C)n1-c1ccccc1
6.6,COC(=O)CCSC(=S)N1CCOCC1
-2.8,CCn1cnc2cc(NS(=O)(=O)c3ccc(C)cc3)ccc21
-1.8,COc1ccc(NC(=O)COC(=O)C2CCN(C(=O)c3ccc(Cl)cc3)CC2)c([N+](=O)[O-])c1
6.2,CCCc1nc2c3ccccc3ccn2c1Cc1ccc(OC)cc1C
-2.4,COc1ccc(C)cc1C1=Nc2ccccc2C1(C)C
-0.1,CCC(C)(C)C1CCc2[nH]nc(C(=O)NCc3ccccn3)c2C1 (stereo unspecified)
-0.6,COc1cccc(N2CCN(C3CC(=O)N(c4ccc(Cl)cc4)C3=O)CC2)c1 (stereo unspecified)
-1.0,Cc1ccccc1C(=O)NC1CCCCN(C(C)C)C1=O (stereo unspecified)
-3.9,Nn1c(SCC(=O)Nc2cccc3ccccc23)nnc1-c1cc(-c2ccc(Cl)cc2)n[nH]1
0.9,COc1ccc(C)cc1NC(=O)c1cc2c(=O)n3ccccc3nc2n1C
-2.4,COc1ccc(OC)c(C2C(C(=O)c3ccc(C)o3)=C(O)C(=O)N2CCCN2CCOCC2)c1 (stereo unspecified)
-0.9,CC1(C)C2CCC(C2)C1(C)NC(=O)C[N+](C)(C)C (stereo unspecified)
0.6,CCc1c2c3n4c1CCC[C@@H]4C[C@@H]3O[Si](C(C)C)(C(C)C)OC(C)C2=O (stereo partly specified)
-1.4,CCCCN(C(=O)COC(=O)c1nc2nc(C)cc(C)n2n1)C1CCS(=O)(=O)C1 (stereo unspecified)
-1.6,CC(C)(C)CC(=O)O/N=C(\N)c1ccccn1
1.4,COc1cc(OC)cc(-c2c(C#Cc3ccsc3)c3cc(-c4ccc(OC)c(OC)c4)ccc3n2C)c1
7.1,C/C(Cn1cnc([N+](=O)[O-])n1)=N\NC(=O)c1ccccc1F
6.1,O=C(Nc1cc2c(cc1Cl)OCCCO2)c1ccc(F)cc1
1.4,CN(C)c1nc(C(=O)Nc2ccccc2)nc(N(C)C)n1
2.4,COc1ccccc1CN[C@@H]1CC[C@@]23CCCN2C(=O)CCC[C@H]3C1
1.9,O=C1CCc2cc(S(=O)(=O)N3CCC(C(=O)NC4CCCc5ccccc54)CC3)ccc2N1 (stereo unspecified)
1.0,O=C(Cc1ccccc1)N/N=C/c1ccc(Cl)cc1Cl
9.6,O=C(N/N=C(\c1ccccc1)c1ccccn1)c1ccccc1Cl
-0.1,COc1cc(C2CC(=O)Oc3c2c(=O)n(C)c2ccccc32)ccc1O (stereo unspecified)
0.6,C=CCNC(=O)c1ccc(OC)cc1OC
-0.9,Cc1[nH]nc(Sc2ccccn2)c1[N+](=O)[O-]
-3.2,C[C@H](C[C@H](O)[C@H]1OC1(C)C)C1=C2C[C@H](O)C3[C@@]4(C)CCC(=O)C(C)(C)C4CC[C@]3(C)[C@@]2(C)CC1 (stereo partly specified)
-1.2,Cc1cc(C)c(S(=O)(=O)n2cc(C(C)C(N)C(=O)O)c3ccccc32)c(C)c1 (stereo unspecified)
-4.8,CN(C)S(=O)(=O)c1cccc(NC(=O)c2ccc3c(c2)S(=O)(=O)N=C2CCCCCN23)c1
-1.9,C/C(=N\OC(=O)c1ccc(C)cc1)c1c(C)nc2cc(C)ccn12
-2.7,CN(C)C(CNC(=O)c1cc(S(=O)(=O)N(C)c2ccccc2)ccc1Cl)c1ccccc1 (stereo unspecified)
17.6*,COC(=O)C1=C(C)N(Cc2cccc(C(F)(F)F)c2)C(=NCc2cccc(C(F)(F)F)c2)NC1c1ccccc1C(F)(F)F (stereo unspecified)
0.2,Cc1ccccc1CS(=O)(=O)c1cn(CC(=O)N2CCC(C)CC2)c2ccccc12
-1.7,CC1CCCCN1C(=O)Nc1cccc(Cl)c1 (stereo unspecified)
7.5,CC(=O)NC1=NN(C(C)=O)C(C)(CS(=O)(=O)c2ccc(Cl)cc2)S1 (stereo unspecified)
-0.8,COc1ccc2sc(N(CCCN(C)C)C(=O)c3nc4ccccc4s3)nc2c1
0.1,O=C1CCC(C(=O)N2CCC(O)CC2)CN1CCc1ccc(Cl)cc1 (stereo unspecified)
-2.5,C=C(C)c1cccc(C(C)(C)NC(=O)N2CCN(c3ccccn3)CC2)c1
-2.5,Cc1ccc(S(=O)(=O)N2CCN(C(=O)Cc3ccc4c(c3)OCCO4)CC2)cc1C
1.8,CCCOC(=O)CSc1nc(N)c(C#N)c(-c2ccco2)c1C#N
3.3,Cc1ccc(S(=O)(=O)N2CCOCC2)cc1NC(=O)C1CC(=O)N(c2ccc3c(c2)OCCO3)C1 (stereo unspecified)
0.0,CCCC(=O)Nn1cnc2c(c1=O)C1(CCCC1)Cc1ccccc1-2
0.4,COC(=O)c1ccc(CNC(=O)N2CCN(S(=O)(=O)c3ccc(C)cc3)CC2)cc1
-0.2,CCCc1ccc(OCCNC(=O)c2ccco2)cc1
-2.7,CCc1ccc(-n2c(O)c(C=NCCN(CC)CC)c(=O)[nH]c2=O)cc1
-1.6,NC(=O)c1nsc(C(=O)N(c2ccccc2)C(C(=O)NC2CCCC2)c2ccncc2)c1N (stereo unspecified)
-0.1,COc1ccc2c(c1)C1(Nc3ccccc3-c3nc4ccccc4n31)C(=O)N2C (stereo unspecified)
-1.8,O=C(Nc1ccccc1Cl)c1ccc(Cl)cc1Cl
